M5 PAM = positive allosteric modulators of human muscarinic M5 receptor. P08912. activation, % at 3 µM. CHO-K1 hM5, Fluo-8 calcium, ACh EC20 PAM; 0% = ACh EC20, 100% = ACh EC100. 360,000 compounds, 0.3% hits;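 active means activation above the run cutoff, the mean activation of all test compounds plus 3 SD, cut at about 18% in these data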
Target sequence (P08912 whole entry, looked up): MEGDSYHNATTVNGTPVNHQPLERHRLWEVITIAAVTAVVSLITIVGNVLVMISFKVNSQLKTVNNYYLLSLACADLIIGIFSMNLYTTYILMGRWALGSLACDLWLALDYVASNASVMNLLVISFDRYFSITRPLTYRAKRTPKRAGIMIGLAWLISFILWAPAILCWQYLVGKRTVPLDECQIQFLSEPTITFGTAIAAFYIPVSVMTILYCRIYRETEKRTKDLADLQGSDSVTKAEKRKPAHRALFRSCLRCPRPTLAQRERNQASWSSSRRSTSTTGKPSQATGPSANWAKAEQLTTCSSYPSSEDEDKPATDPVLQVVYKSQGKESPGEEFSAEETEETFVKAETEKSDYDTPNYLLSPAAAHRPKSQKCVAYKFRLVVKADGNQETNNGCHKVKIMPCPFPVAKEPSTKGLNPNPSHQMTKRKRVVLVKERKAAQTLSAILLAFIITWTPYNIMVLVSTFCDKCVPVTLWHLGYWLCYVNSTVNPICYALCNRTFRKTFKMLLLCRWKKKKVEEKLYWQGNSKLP
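Probe or stimulus: acetylcholine, EC20 level; Assay system: human M5 receptor in CHO-K1 cells; Schedule: compound preincubation 140 s before EC20 acetylcholine addition; Technique: intracellular calcium via Fluo-8 fluorescence; Dosing: single-point, 3 µM nominal; Read-out basis: percent activation from peak-over-basal fluorescence ratio, scaled EC20-to-EC100 acetylcholine; Repeats: one well per compound, no replicates.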
CRFR2-BP antag = blocks CRF-induced signaling of the CRF-BP/CRF-R2 complex. HEK293 CRF-R2/CRF-BP, CRF-induced calcium fluorescence. inhibition, % at 11.8 µM. 350,000 compounds, 0.59% hits. AID 588475;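 active means inhibition of the ligand-induced calcium signal above about 50% at the single tested concentration, limit read from the data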
CHRM5 antagonist = antagonists of human muscarinic M5 receptor (CHRM5) | P08912 | CHO-hM5 cells, Fluo-8 calcium fluorescence, ACh EC80 | inhibition, % at 3 µM | 360,000 compounds, 0.59% hits | AID 624040;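 active means inhibition above a per-plate cutoff, the mean of that plate's test compounds plus 3 SD, cut at about 27% in these data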;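 further: 0% = acetylcholine EC80 with DMSO and 100% = DMSO without agonist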
TAAR1 agonist = human TAAR1 agonism. Q96RJ0. CHO RD-HGA16 TAAR1, Fluo-8 calcium fluorescence; vehicle wells 0%, saturating PEA agonist 100%. activation, % at 3 µM. 360,000 compounds, 0.99% hits. AID 624467;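 active means activation above the mean activation of all test compounds in the run plus 3 SD, cut at about 38% in these data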
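Assay system: CHO-derived RD-HGA16 cells with stable Gα16 and human TAAR1; timing: 17-24 h seeding, 75 min 37 °C dye, 30 min RT; read-out: % activation from peak over basal fluorescence ratio, DMSO-to-PEA scaled; measured by: kinetic Fluo-8 calcium fluorescence; benchmarks: low control DMSO, high control PEA (EC100); doses: 3 µM single concentration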
CRFR2-BP ag = CRF-BP/CRF-R2 complex agonism; HEK293 CRF-R2/CRF-BP, calcium dye fluorescence (FLIPR); percent of saturating CRF peptide response; activation, % at 13.2 µM; 350,000 compounds, 0.46% hits; AID 588473;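 active means activation of at least 50%, plus an integration ratio under a set limit after plate pattern correction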;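 further: plate controls were neutral control wells without compound for no effect and CRF at EC100 for full effect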
CHO-K1 Ca PAM = M1 PAM counterscreen hit in parental CHO-K1 cells. ATP EC20, Fluo-8 calcium fluorescence; 0% at ATP EC20, 100% at ATP max. activation, % at 3 µM. 360,000 compounds, 0.02% hits;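 active means activation above the run cutoff, the mean activation of all test compounds plus 3 SD, cut at about 40% in these data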;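 further: peak over basal fluorescence ratio in a 140 s read after ATP addition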
M4 PAM = potentiates acetylcholine response at human M4 receptor | activation, % at 3 µM | CHO-K1 hM4/Gqi5, Fluo-8 calcium fluorescence, ACh EC20; 0% = ACh EC20, 100% = maximal ACh | 360,000 compounds, 0.4% hits | P08173 | AID 624126;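 active means activation above its plate's cutoff, the mean activation of sample wells plus 3 SD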; further: some results filed as inactive read as strong as hits
Target sequence (P08173 whole entry, looked up): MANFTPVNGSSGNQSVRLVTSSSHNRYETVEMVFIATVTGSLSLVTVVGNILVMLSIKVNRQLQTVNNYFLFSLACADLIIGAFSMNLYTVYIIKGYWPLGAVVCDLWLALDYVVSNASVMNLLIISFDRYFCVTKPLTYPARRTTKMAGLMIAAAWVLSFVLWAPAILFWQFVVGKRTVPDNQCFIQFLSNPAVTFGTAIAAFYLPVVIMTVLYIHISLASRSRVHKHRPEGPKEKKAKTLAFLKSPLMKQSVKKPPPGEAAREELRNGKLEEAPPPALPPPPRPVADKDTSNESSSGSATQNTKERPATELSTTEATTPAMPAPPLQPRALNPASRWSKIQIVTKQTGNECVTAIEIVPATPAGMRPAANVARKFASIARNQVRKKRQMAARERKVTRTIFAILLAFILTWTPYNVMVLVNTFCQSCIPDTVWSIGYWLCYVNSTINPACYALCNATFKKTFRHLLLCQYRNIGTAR
CHRM5 agonist = CHRM5 agonism in calcium assay. 360,000 compounds, 0.19% hits. CHO-K1 hM5 cells, Fluo-8 calcium fluorescence; 0% DMSO wells, 100% maximal acetylcholine response. activation, % at 3 µM;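 active means activation above the run's mean over test compounds plus 3 SD, cut at about 23% in these data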;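 further: signal is peak over basal fluorescence ratio across the kinetic read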
TAAR1 antagonist = antagonists of human TAAR1; inhibition, % at 3 µM; AID 624466; 360,000 compounds, 1.5% hits; CHO RD-HGA16 TAAR1, Fluo-8 calcium fluorescence, antagonist; Q96RJ0;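 active means inhibition above a per-plate cutoff, the mean inhibition of test compounds on that plate plus 3 SD, cut at about 49% in these data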;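 further: 0% = DMSO plus EC80 beta-PEA response and 100% = DMSO alone without agonist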
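test system = CHO RD-HGA16 cells bearing hTAAR1 | replication = singlicate | controls = DMSO-only wells and EC80 β-PEA-stimulated wells | reagent = EC80 β-phenethylamine stimulus | read-out basis = percent inhibition of PEA-evoked calcium signal, max/basal emission ratio | schedule = seeding 17-24 h prior, 75-min 37 °C, 30-min RT dye loading | signal = kinetic Fluo-8 calcium fluorescence measurement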
Numbers without * were called inactive; x = no result given.

SMILES	M5 PAM	CRFR2-BP antag	CHRM5 antagonist	TAAR1 agonist	CRFR2-BP ag	CHO-K1 Ca PAM	M4 PAM	CHRM5 agonist	TAAR1 antagonist
CCN(CC)C(=O)Oc1ccc(NC(C)=O)cc1	2.7	15.2	-2.3	7.1	-1.0	9.4	1.7	-1.2	3.1
CCOC(=O)C(C(=O)NCc1cccc(OC)c1)c1ncc(C(F)(F)F)cc1Cl (stereo not given)	0.4	2.5	-8.9	0.4	1.6	-2.3	2.7	-2.0	2.9
Nc1ncnc(NCc2ccccc2)c1[N+](=O)[O-]	1.1	-2.4	-0.5	3.3	-1.0	-3.4	-4.3	1.1	-7.0
COC(=O)c1nnn(-c2ccc(F)c(Cl)c2)c1C(=O)OC	-1.1	18.2	-1.5	2.1	1.3	23.7	-1.5	-3.7	-11.4
CCn1nc(C(=O)OCC(=O)NCCN2C(=O)CSC2=O)c2ccccc2c1=O	16.3	-9.1	-19.7	2.1	-1.3	-4.3	3.8	-2.5	-6.2
O=C(COC(=O)c1cccc([N+](=O)[O-])c1)NCC1CCCO1 (stereo not given)	7.2	14.2	-16.7	4.2	1.6	19.6	-5.5	-1.0	-12.6
CCc1nc(Nc2ccccc2F)c2oc3ccccc3c2n1	-3.9	-8.6	10.3	12.4	-6.4	6.5	6.2	-4.8	-9.3
O=C(NCc1ccc(F)cc1)c1cc(C2CCCCN2C(=O)c2ccccn2)on1 (stereo not given)	1.4	x	-0.9	2.8	x	-15.1	7.3	0.8	-21.6
CC(C)n1c(=O)[nH]c(=O)n1C(C)C	-4.2	-11.9	23.1	1.7	2.0	12.2	-2.9	1.0	-17.3
NS(=O)(=O)c1ccc(NS(=O)(=O)c2ccc(C3CNC(=O)C3)cc2)cc1 (stereo not given)	0.8	-4.4	10.6	8.7	-1.4	-11.9	-4.1	-3.1	-18.5
O=C(Cc1ccccc1)Nc1ccc(N2CCOCC2)cc1N1CCOCC1	-0.3	-16.0	4.0	9.4	-1.4	12.8	-0.2	0.9	-6.1
COC(=O)c1cc(NC(=O)C2CC=CCC2C(=O)O)cc(C(=O)OC)c1 (stereo not given)	-4.5	-2.2	5.7	11.0	0.2	1.8	3.0	0.0	5.0
O=C(CSc1nnc(COc2ccc(Cl)cc2Cl)o1)Nc1ccccn1	0.7	-9.4	-3.4	1.4	-0.2	14.0	0.5	-3.0	1.1
O=[N+]([O-])c1ccc(S(=O)(=O)Nc2ccccn2)cc1	-0.2	-6.1	6.3	-0.5	0.2	0.4	1.8	1.1	7.6
CC(=O)Nc1nc(C)c(-c2csc(Nc3ccc(S(N)(=O)=O)cc3)n2)s1	-1.9	8.7	4.0	0.2	-2.8	18.7	1.8	-1.6	-11.7
O=C1CC(N2CCN(c3ccccc3F)CC2)C(=O)N1c1ccc2c(c1)OCCO2 (stereo not given)	0.7	-3.6	-4.7	13.2	0.5	-6.0	9.9	-2.8	-30.7
Cc1ccc(Nc2nnc(SCC(=O)c3ccc(O)cc3O)s2)cc1	2.5	-38.1	7.8	-0.3	-1.6	-4.3	-3.8	-4.7	-0.2
CC1(c2ccccc2)CC(C)(C)N(C(=O)C2CCCO2)c2ccccc21 (stereo not given)	0.2	-9.3	0.2	8.3	0.3	-8.6	5.7	-4.0	-0.5
COc1ccc(N2CCN(C(=O)COC(=O)c3ccc(-n4nc(C)cc4C)cc3)CC2)cc1	-4.8	6.8	2.3	4.9	-1.1	-7.5	0.6	5.5	7.2
Cc1ccc(C(=O)OCC(=O)NC2CCCC2)cc1C	-2.4	9.9	17.3	5.2	0.8	2.5	-4.5	-2.3	-5.0
O=C(Nc1nc(-c2ccc(F)cc2)cs1)C1CCCO1 (stereo not given)	-4.2	-9.6	1.1	1.4	0.0	26.7	-10.7	-2.0	-6.0
Cc1cc(C)c2c(n1)sc1c(O)cc(=O)[nH]c12	15.2	23.4	-14.9	6.9	2.9	20.0	3.1	1.8	3.1
O=C(Nc1nnc([C@H]2C[C@H](O)[C@@H](CO)O2)s1)c1ccc(Oc2ccccc2)cc1	-3.3	x	1.0	-0.5	x	-4.2	-6.0	-1.0	12.4
CC(CC(=O)Nc1ccccc1C(F)(F)F)c1ccccc1 (stereo not given)	4.2	0.1	0.6	2.1	-6.2	-10.2	8.1	-1.1	1.5
Cc1cc(C)n(CC(=O)NNC(=O)CC(C)c2ccccc2)n1 (stereo not given)	3.2	3.2	-2.9	-0.6	-1.1	4.6	8.9	-1.3	-0.8
Cc1ccc(N2CCN(C(=O)N3CCOCC3)CC2)cc1C	9.1	0.3	2.8	12.1	1.2	21.9	4.1	3.7	22.3
O=C(COC(=O)c1ccc(OC(F)F)cc1)NCC1CCCO1 (stereo not given)	-4.5	-15.9	1.9	-0.4	-0.8	18.5	2.8	-0.2	-12.7
COc1ccc(Cl)cc1C(=O)NNC(=O)c1[nH]c(C)c(C(C)=O)c1C	-3.5	-46.5	-5.2	4.8	-2.0	7.2	-0.9	-1.1	-17.7
CCCN1Cc2cccc(C(=O)NC(CC(=O)OCC)c3ccc(OCC)c(OC)c3)c2C1=O (stereo not given)	3.0	11.4	-2.9	0.9	-1.1	-2.0	7.0	2.0	-2.7
CCOc1ncccc1C(=O)Nc1cc(S(=O)(=O)N2CCCCCC2)ccc1OC	2.8	-3.9	2.8	-0.9	3.7	-4.8	-0.3	1.4	-18.9
COC(=O)c1ccccc1NC(=O)CC#N	0.3	4.8	3.7	8.4	2.2	1.5	0.8	-0.2	-3.8
NNC(=O)c1ccc(OCC2CC(c3ccc(Cl)cc3)=NO2)cc1 (stereo not given)	11.2	7.6	-3.7	1.2	0.0	21.5	1.6	2.6	-34.0
COc1ccc(Cl)cc1NC(=O)CCN1CCN(c2ccccc2C)CC1	2.0	-7.4	-1.9	-2.6	0.7	14.2	4.5	-0.4	7.1
CN(/N=C/c1ccncc1)C1=NS(=O)(=O)c2ccccc21	-0.1	7.7	1.2	2.3	-0.8	9.2	16.1	0.8	-10.1
COc1ccc([N+](=O)[O-])cc1C(=O)NC1CCN(Cc2ccccc2)CC1	10.2	3.9	-12.8	1.5	1.3	8.6	-2.7	-3.5	-15.3
COc1cc(-c2nnc(SCC(=O)NC3CCCC3)n2C)cc(OC)c1O	7.3	5.4	-10.0	-1.6	1.6	1.4	-1.3	-0.5	1.4
COc1ccc(NC(=O)CSc2nnc(-c3cccnc3)o2)cc1	-8.9	16.7	1.2	5.8	-1.6	6.6	3.0	-2.6	13.4
Cc1noc(C)c1NC(=O)Nc1cccc2c1O[C@H](CN(C)C(=O)NC1CCCCC1)[C@@H](C)CN([C@H](C)CO)C2=O	5.9	3.9	5.8	3.7	0.2	18.4	7.3	0.3	19.1
O=C(CSc1n[nH]c(-c2ccccc2)n1)c1ccccc1	-2.8	1.1	-3.6	-0.9	2.2	18.8	1.2	0.6	6.0
CCC(=O)N1CCC1(C)C(=O)Nc1ccc(F)cc1 (stereo not given)	3.1	x	14.5	2.8	x	13.7	11.8	-4.8	-25.2

By substructure, those above with a nitro group on carbon.
SMILES	M5 PAM	CRFR2-BP antag	CHRM5 antagonist	TAAR1 agonist	CRFR2-BP ag	CHO-K1 Ca PAM	M4 PAM	CHRM5 agonist	TAAR1 antagonist
Nc1ncnc(NCc2ccccc2)c1[N+](=O)[O-]	1.1	-2.4	-0.5	3.3	-1.0	-3.4	-4.3	1.1	-7.0
O=C(COC(=O)c1cccc([N+](=O)[O-])c1)NCC1CCCO1 (stereo not given)	7.2	14.2	-16.7	4.2	1.6	19.6	-5.5	-1.0	-12.6
O=[N+]([O-])c1ccc(S(=O)(=O)Nc2ccccn2)cc1	-0.2	-6.1	6.3	-0.5	0.2	0.4	1.8	1.1	7.6
COc1ccc([N+](=O)[O-])cc1C(=O)NC1CCN(Cc2ccccc2)CC1	10.2	3.9	-12.8	1.5	1.3	8.6	-2.7	-3.5	-15.3

Going on with the list.
SMILES	M5 PAM	CRFR2-BP antag	CHRM5 antagonist	TAAR1 agonist	CRFR2-BP ag	CHO-K1 Ca PAM	M4 PAM	CHRM5 agonist	TAAR1 antagonist
CCCNC(=O)c1ccc(N2CCC3(CC2)CC(c2ccccc2)=NO3)c(NC(=O)c2ccco2)c1	-11.2	1.9	15.3	19.9	2.4	24.4	-6.0	0.2	35.1
O=C(O)CSc1nnc(-c2ccc(Cl)cc2Cl)n1-c1ccccc1	-2.6	11.3	5.5	8.8	0.4	28.4	-1.1	0.0	9.3
CCOC(=O)N/N=C\c1cccc(OC)c1	0.7	0.8	-0.5	4.3	-1.8	-2.8	1.0	-2.0	13.4
CC(=O)NC(C)c1ccc(Cl)c(Cl)c1 (stereo not given)	1.9	1.4	-1.9	4.4	-1.3	17.8	9.5	-1.8	9.3
CC(Cc1cccnc1)NC(=O)c1ccccc1OC1CCN(S(C)(=O)=O)CC1 (stereo not given)	3.1	21.6	1.5	-0.2	4.7	6.3	19.5	-0.8	3.5
Cc1noc(C)c1-c1ccc(C(=O)NCc2ccc(Cl)cc2)c2occc12	-4.5	x	1.3	-0.1	x	17.4	-2.5	-1.2	-6.4
NC(=O)[C@@H]1CCCN1C(=O)c1cc(COc2ccc3c(c2)CCCC3)on1	-9.9	5.4	21.8	7.7	-1.1	3.3	-2.7	-2.9	-10.8
O=[N+]([O-])c1cc(/C=N/N2CCCCC2)ccc1Cl	-6.7	-23.2	10.6	19.2	-2.1	13.1	6.0	8.1	-3.2
COc1ccc(N2CCN(C(=O)Cn3cncn3)CC2)cc1	-9.1	-10.6	16.0	1.2	0.3	2.9	-17.3	3.7	-22.0
C[C@@]12CCC3[C@@](CCC4[C@@]3(C)CCC[C@@]4(C)C(=O)NCc3ccccc3)(CC1=O)C2 (stereo not given in full)	2.0	6.0	6.3	14.1	-1.6	18.7	-0.6	3.3	30.3
Cc1ccsc1C(=O)N1CCC1(C)C(=O)Nc1cccc(C#N)c1 (stereo not given)	-4.0	x	-1.7	0.4	x	13.0	3.7	0.9	-8.2
COc1ccc(S(=O)(=O)N2CCOCC2)cc1NC(=O)c1ccc(S(=O)(=O)N(C)c2ccccc2OC)cc1	-6.3	-0.3	7.1	2.9	3.8	3.0	-4.5	-1.5	3.2
C=C(C)c1cccc(C(C)(C)NC(=O)Nc2ccc(C(N)=O)cc2)c1	-4.6	-11.8	8.5	-0.1	2.1	18.4	1.9	-3.1	4.9
Cc1cc(-c2ccccc2)c2c(=O)n(-c3ccccc3)[nH]c2n1	13.1	-4.6	-8.8	1.9	-1.4	14.6	1.8	6.1	2.3
COc1ccc(C2N=C(Nc3ccc(C)cc3)Nc3nc(C)cc(=O)n32)cc1 (stereo not given)	-3.2	-5.5	1.3	7.8	1.0	11.7	-6.4	-0.1	-34.4

Screens (PubChem)
